Bioassay records deposited in PubChem by several laboratories.
E-sel TNF inh – TNF alpha driven E-selectin expression inhibition; AID 1246; inhibition, % at 2 µM; 0.71% of 120,000 active; HUVEC TNFa-induced E-selectin immunofluorescence, high content;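 active means inhibition above the batch mean plus 3 SD, and confirmed as a hit on visual image review, cut at about 43% in these data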;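 further: 0% = TNF-stimulated DMSO wells and 100% = unstimulated control wells; not every result past the cut was called active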
GALR2 blocker – GALR2 (human) receptor antagonism; GALR2-expressing cells, antagonist mode; O43603; inhibition, % at 4 µM; 0.39% of 140,000 active; AID 828; in the data active means inhibition above about 27%;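 further: cells stimulated with galanin 1-16 at roughly its EC80; 0% = agonist challenge control and 100% = basal control without agonist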
Target sequence (O43603 whole entry, looked up): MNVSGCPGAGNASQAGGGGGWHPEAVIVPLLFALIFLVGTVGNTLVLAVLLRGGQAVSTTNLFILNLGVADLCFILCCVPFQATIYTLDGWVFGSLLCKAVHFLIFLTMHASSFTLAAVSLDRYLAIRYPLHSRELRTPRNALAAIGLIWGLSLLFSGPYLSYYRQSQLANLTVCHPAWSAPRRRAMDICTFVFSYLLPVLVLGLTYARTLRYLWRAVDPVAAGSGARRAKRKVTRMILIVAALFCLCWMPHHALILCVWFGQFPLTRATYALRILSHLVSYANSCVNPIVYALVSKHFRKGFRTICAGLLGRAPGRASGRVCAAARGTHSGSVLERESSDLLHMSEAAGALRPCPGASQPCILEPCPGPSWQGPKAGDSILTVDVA
Yeast growth inh – chemicals that inhibit yeast BB579 growth in restrictive medium (lifespan-shortening candidates); S. cerevisiae BB579 growth, OD615, 48 h; inhibition, % at 10 µM; 0.51% of 140,000 active; AID 804;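 active means inhibition above a set limit, 3 SD over the mean compound inhibition, cut at about 44% in these data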; further: inactives centre near -24
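Test system: S. cerevisiae DeaD strain BB579 yeast; Medium: restrictive CSMM-D medium; Compound: one dose, 10 µM compound with 0.25% DMSO; Incubation: 4 h cell preincubation, 48 h compound exposure, 30 °C humidified; Signal: OD at 615 nm; Benchmarks: amphotericin B at 10 µg/mL as positive control.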
Measles CPE – protection of cells from measles virus; AID 841; Measles virus-infected cells, CPE protection, absorbance; 1.5% of 140,000 active; protection (pct of control), % at 4 µM; in the data active means protection mostly above about 24%, no sharp cut-off; inactive means mostly below about 26%; further: some compounds called inactive have numbers as strong as hits
bCat KO growth – beta-catenin-lacking colon tumor cell growth suppression | HCT116 beta-catenin knockout viability, CellTiter-Glo, 60 h; active compounds read low | viability, % at 10 µM | 1.5% of 140,000 active | AID 818;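 active means viability at or under a set limit, the compound median less 4 SD, cut at about 6% in these data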;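 further: 0% = Hyamine 1622 control at 20 µM and 100% = untreated cell control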
NPY Y2 blocker – NPY-Y2 (human) receptor antagonism; P49146; NPY-Y2 expressing cells, antagonist mode; inhibition, % at 2.7 µM; 0.99% of 140,000 active; AID 793; in the data active means inhibition above about 17%;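 further: 0% = vehicle with agonist challenge and 100% = reference antagonist with challenge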
Target sequence (P49146 whole entry, looked up): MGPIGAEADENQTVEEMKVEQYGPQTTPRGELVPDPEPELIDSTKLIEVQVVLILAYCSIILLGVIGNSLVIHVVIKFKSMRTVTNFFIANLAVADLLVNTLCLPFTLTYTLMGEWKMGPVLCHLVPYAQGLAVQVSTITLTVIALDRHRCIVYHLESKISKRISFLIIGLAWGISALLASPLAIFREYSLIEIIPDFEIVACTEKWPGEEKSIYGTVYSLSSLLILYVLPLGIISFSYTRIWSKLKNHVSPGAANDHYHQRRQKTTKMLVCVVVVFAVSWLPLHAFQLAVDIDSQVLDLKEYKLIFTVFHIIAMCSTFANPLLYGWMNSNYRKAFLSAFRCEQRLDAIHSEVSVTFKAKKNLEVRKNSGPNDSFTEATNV
PTEN del growth – growth suppressors of cells with PTEN tumor suppressor deletion; HCT116 PTEN-null viability, CellTiter-Glo, 60 h; active compounds read low; viability, % at 10 µM; 1.2% of 140,000 active;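 active means viability at or below a set limit, 4 SD under the median of all tested compounds, cut at about 3.7% in these data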;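 further: PTEN knockout HCT116 line with beta catenin targeted HCT116 as companion control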
Phagocyt inh – blocks phagocytosis by macrophages | 0.07% of 110,000 active | inhibition, % at 5 µM | J774A.1 macrophage IgG-bead phagocytosis, imaging;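 active means inhibition above the mean of the plate negative controls plus 5 SD, cut at about 13% in these data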;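 further: phagocytic index as fraction of beads internalized from green versus red external bead signal; plate controls were DMSO negative control for no effect and cytochalasin-D positive control for full effect; some results beyond the cut were filed as inactive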
Yeast life ext – extends the lifespan of yeast. S. cerevisiae growth with nicotinamide, OD615; deaD strain in restrictive glucose medium. inhibition of the nicotinamide effect, % at 10 µM. 0.68% of 130,000 active. AID 775;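 active means inhibition above a set limit, placed 3 SD over the median of all compounds, cut at about 26% in these data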;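 further: 0% = nicotinamide-treated wells and 100% = cells grown without nicotinamide; some compounds called inactive have numbers as strong as hits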
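Assay system: engineered S. cerevisiae DeaD replicative-lifespan strain, galactose-grown log-phase cells; medium: restrictive CSMM-D dextrose medium; also added: nicotinamide, 1.5 mM, co-present with compound; schedule: 48 h compound exposure at 30 °C, humidified; detection: absorbance at 615 nm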
MRP1 act – activates MRP-1 | H69AR cells + doxorubicin, viability rescue, CellTiter-Glo | viability increase, % at 10 µM | 0.61% of 140,000 active | AID 799;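 active means viability gain under doxorubicin at or above a set limit, the compound median plus 3 SD, cut at about 4.7% in these data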;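 further: MRP-1 overexpressing cells given doxorubicin 25 µM after compound pretreatment; 18-22 h compound pretreatment then 72 h with doxorubicin before readout; 0% = doxorubicin-only wells and 100% = vehicle-treated cells without doxorubicin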
An asterisk follows results filed as active; . = no result given. The order is random; any-hit rate near 6.3%.

SMILES	E-sel TNF inh	GALR2 blocker	Yeast growth inh	Measles CPE	bCat KO growth	NPY Y2 blocker	PTEN del growth	Phagocyt inh	Yeast life ext	MRP1 act
Cc1ccc(C)c(CN2C(=O)C3(OCCCO3)c3ccccc32)c1	8.0	-4.9	-6.7	4.8	95.3	5.2	77.6	-4.2	2.0	-1.8
CCS(=O)(=O)n1nc(-c2ccccc2)cc1N	.	1.2	-24.8	2.1	98.0	-0.8	102.2	-0.4	1.4	-0.5
CC(Oc1ccc(Cl)cc1)C(=O)N/N=C/c1ccsc1 (centres undefined)	.	9.0	-47.9	28.6	92.2	3.6	92.9	-1.9	-0.4	-1.4
NS(=O)(=O)c1cnccc1Nc1ccc(Cl)c(Cl)c1	.	-5.1	-25.9	11.3	81.5	2.8	85.6	-1.5	1.8	0.6
CCCCn1c(=O)n(C)c(=O)c2c(C(F)(F)F)cc(-c3ccncc3)nc21	.	-0.9	-12.2	2.0	63.2	12.5	58.3	1.2	1.2	-1.6
Cc1nn(-c2ccc(F)cc2)c(Cl)c1/C=C1\C(=O)Nc2ccccc21	-4.4	23.1	-30.6	3.5	19.1	2.6	20.9	-2.7	-0.7	-5.0
O=C(NCCN1CCCCC1)c1cc(OCC(F)(F)F)ccc1OCC(F)(F)F	-15.0	8.5	-73.1	4.9	102.2	2.4	105.5	-2.3	-2.2	-0.1
O=C(c1cccs1)N(C(=O)c1cccs1)c1ccccn1	-63.6	10.7	-49.2	3.0	99.4	6.4	94.5	-0.5	-12.4	0.1
CC(C)(C)c1ccc(S(=O)(=O)N2CCN(CCC#N)CC2)cc1	-3.6	20.4	-10.0	12.3	91.0	-1.5	93.6	-0.4	-8.8	-1.4
CC(C)NC(=O)CN1CCC(O)(c2ccccc2)CC1	13.2	9.7	-18.1	14.4	99.3	1.1	98.5	2.0	0.0	-0.4
Cc1ccnc(SCC(=O)c2ccc([N+](=O)[O-])cc2)n1	4.4	3.8	2.6	10.0	99.8	1.3	102.6	-3.3	-3.4	-0.9
CN(C)CCNC(=O)C(C(=O)c1ccc(F)cc1)n1ccccc1=O (centres undefined)	.	-7.5	-38.4	13.5	94.1	7.0	107.7	.	-4.9	1.5
CCOC(=O)c1[nH]c(C)c(C(=O)c2cc(F)ccc2F)c1C	-9.4	5.3	-29.8	2.0	13.5	4.9	13.4	0.3	-13.5	-5.1
O=C(O)c1ccccc1S(=O)(=O)c1ccccc1CO	-8.0	7.9	-63.5	10.7	102.7	1.9	103.2	.	8.1	0.6
CCCCOC(=O)c1ccc(NC(=O)c2cnccn2)cc1	16.2	0.5	23.5	5.8	94.8	-0.1	93.3	-1.7	-10.2	1.4
O=C(Cn1cncn1)c1ccc(F)cc1F	.	10.2	-20.0	18.6	105.5	3.6	102.2	-0.9	2.5	-1.7
Cc1ccc(-c2nc(N)c3c(-c4ccc(C)cc4)nn(C(C)(C)C)c3n2)cc1	.	-7.6	-4.0	1.9	91.0	0.6	87.4	-0.7	-4.2	2.0
COc1ccc(Nc2ncnc3ccccc23)cc1	1.6	-11.0	-37.1	18.7	91.7	2.7	86.9	-0.8	-21.4	-0.7
O=C(O)C1C2CC3C(OC(=O)C31)C2Cl (centres undefined)	.	1.8	13.4	11.2	91.8	0.6	97.5	-2.2	0.2	0.1
CCOC(=O)c1c(C)[nH]c(N=Nc2ccccc2C)c1C	25.8	-6.7	-6.7	10.8	72.6	-0.5	70.2	.	-10.8	-0.2

A draw from above in order of heavy-atom count, smallest number first:
SMILES	E-sel TNF inh	GALR2 blocker	Yeast growth inh	Measles CPE	bCat KO growth	NPY Y2 blocker	PTEN del growth	Phagocyt inh	Yeast life ext	MRP1 act
CCS(=O)(=O)n1nc(-c2ccccc2)cc1N	.	1.2	-24.8	2.1	98.0	-0.8	102.2	-0.4	1.4	-0.5
NS(=O)(=O)c1cnccc1Nc1ccc(Cl)c(Cl)c1	.	-5.1	-25.9	11.3	81.5	2.8	85.6	-1.5	1.8	0.6
CC(C)NC(=O)CN1CCC(O)(c2ccccc2)CC1	13.2	9.7	-18.1	14.4	99.3	1.1	98.5	2.0	0.0	-0.4

(listing goes on)
SMILES	E-sel TNF inh	GALR2 blocker	Yeast growth inh	Measles CPE	bCat KO growth	NPY Y2 blocker	PTEN del growth	Phagocyt inh	Yeast life ext	MRP1 act
O=C(NCC(c1ccco1)N1CCN(c2ccc(F)cc2)CC1)OCc1ccccc1 (centres undefined)	-31.6	-15.9	-25.5	2.2	72.5	2.8	70.8	.	4.4	-2.2
CC(C)C(NS(=O)(=O)c1cccc2nsnc12)C(=O)NCCC1=CCCCC1 (centres undefined)	16.8	2.2	-21.2	5.4	76.6	2.9	90.2	.	-10.5	-0.5
Cc1cccc(-n2cnc(C(=O)N/N=C\c3ccc(Br)cc3)c2)n1	16.5	14.5	-67.4	20.5	49.4	2.7	30.4	.	-11.8	-1.8
Cc1ccc(C(C)C)c(OCC(O)CN2CC(C)OC(C)C2)c1 (centres undefined)	1.6	-14.7	-47.5	14.6	73.0	4.1	68.6	-5.0	-5.0	-1.8
O=C(COC(=O)c1ccccc1SCC(=O)NC1CCCCC1)NC1CCCCC1	25.9	-4.2	-13.2	17.9	97.1	2.2	97.5	0.0	0.0	0.3
CC1CCN(c2ccccc2N)CC1	-59.0	-11.8	-18.4	8.2	100.3	0.8	80.4	-1.7	-4.8	-0.7
CCN(CC)C(=O)c1sc(NC(=O)C(Sc2ccccc2)c2ccccc2)c(C(=O)OC(C)C)c1C (centres undefined)	0.2	-10.7	-51.1	14.4	63.4	8.7	61.5	-0.3	-8.9	-0.2
CC1(C)Cc2c(sc(NC(=O)c3ccco3)c2C#N)CO1	23.2	0.0	4.5	13.6	93.0	0.6	92.5	0.2	-9.4	0.6
CCc1nc2c(cnn2-c2ccc(Cl)cc2)c(=O)n1-c1ccc2c(c1)OCCO2	7.3	-2.1	-40.2	3.4	3.3*	0.5	5.9	-0.8	-2.6	-1.4
Cc1ccc(-c2csc3ncnc(Sc4nnc(CN5CCCCCC5=O)o4)c23)cc1	.	27.0*	-24.6	3.9	1.9*	4.2	1.7*	2.3	-1.3	-7.0
Cc1nc(NC(=O)CSc2nnnn2C)sc1C	-10.2	6.1	-34.7	3.4	83.8	1.8	89.9	.	.	-2.4
COc1ccc(CCCc2nnc(SCC(=O)Nc3ccc(C)c(C)c3)o2)cc1	5.3	-6.0	-35.8	16.1	67.9	5.0	66.2	2.8	-11.9	-0.4
CN(C)S(=O)(=O)c1ccc(S(=O)(=O)N2CCCC2)cc1	.	-8.1	-35.4	9.1	95.5	3.9	92.3	-1.1	-3.7	-0.4
Cc1c(C(=O)O)cnc2cc(-c3ccc(Cl)cc3)nn12	-11.6	13.4	-19.4	6.5	96.4	0.9	97.8	-0.2	-10.6	-0.7
COc1ccc(CN2C(=O)c3cccnc3C2Nc2ccc(C)cc2)cc1 (centres undefined)	21.1	6.2	-41.7	4.9	90.8	-0.5	87.0	-1.6	-17.5	-1.3
Cc1ccc(C(=O)NNC(=O)c2ccc(SCC3CCCO3)c([N+](=O)[O-])c2)cc1 (centres undefined)	-2.7	9.0	-40.2	28.7	88.7	-1.1	95.9	-1.9	-0.7	8.2*
CCc1ccc(C2C(C#N)=C(N)C(C#N)(C#N)C3=CCC(C(C)(C)C)CC32)cc1 (centres undefined)	-22.4	10.0	-18.6	2.6	56.5	-0.4	57.6	.	.	-8.8
O=C(CCc1ccc(S(=O)(=O)N2CCOCC2)cc1)Nc1ccc2ccccc2c1	-0.4	9.1	-4.0	1.6	84.3	-0.4	89.0	2.0	-16.3	-1.3
C=CCSC1=C(C#N)C(c2ccccc2)CC(=O)N1 (centres undefined)	1.1	-6.4	-20.2	20.5	87.8	1.4	104.8	-0.9	-9.0	-1.2
CCCNS(=O)(=O)c1ccc2c(c1)CCCN2C(C)=O	.	3.4	-23.6	8.2	97.3	-2.1	96.3	-1.9	-8.0	-1.7
COc1cc(CNc2ccccc2Oc2cc(=O)n(C)c(=O)n2C)cc(OC)c1OC	4.6	-2.9	-9.4	7.2	68.1	13.2	66.3	-0.7	-4.5	-5.0
Cc1ccc(CSCC(=O)N/N=C/c2ccc(OCC(=O)Nc3ccc(C)cc3)cc2)cc1	2.5	-13.8	-43.4	6.4	70.7	1.1	62.4	1.2	-17.8	-3.5
CC(C)Sc1nc2c(c(=O)n(C)c(=O)n2C)n1Cc1ccc(Cl)cc1	7.2	-19.6	-19.1	26.2	69.6	2.3	75.2	5.8	8.6	-0.6
O=S(=O)(Nc1nc2ccccc2nc1Cl)c1ccc2ccccc2c1	.	21.6	-30.6	4.7	98.7	5.9	97.2	-2.5	41.4*	-0.5
COc1ccc(C(=O)Nc2ccc(C(=O)OCC(=O)c3ccccc3)cc2)cc1	-1.6	-7.4	-13.2	7.9	72.8	-0.8	82.7	-0.3	-17.6	-2.2
CSc1nnc(-c2ccco2)n1-c1ccccc1	-2.5	-19.2	-49.1	9.4	84.4	1.1	101.5	0.2	-0.8	-1.3
Nc1cc(C(=O)OCC(=O)NC(c2ccccc2)c2ccccc2)ccc1Cl	.	-5.8	-13.2	22.8	92.6	0.0	96.3	-7.5	0.1	1.9
O=c1cc(N2CCc3ccccc3C2)[nH]c(=O)n1C1CCCCC1	.	3.3	-40.9	4.7	90.2	2.0	94.9	.	-13.4	-1.4
O=C(NC1CCCCC1)C1CCN(S(=O)(=O)N2CCCCCC2)CC1	-21.4	20.3	-34.7	4.4	100.4	1.3	99.4	-1.3	-11.5	-0.2
CCC(=O)NC(Nc1nc2ccc(C)cc2s1)(C(=O)OC)C(F)(F)F (centres undefined)	7.6	-6.9	-63.1	16.5	100.6	0.1	101.7	-0.8	-10.4	-0.3
CCC(=O)NC(=S)Nc1ccc(-c2nc3ccc(C)cc3s2)cc1	.	4.4	-27.6	11.2	63.1	2.2	38.1	-8.2	8.5	-5.4
Cc1cc(C)n(C(=O)CCC2COc3ccccc3O2)n1 (centres undefined)	-4.6	2.0	-20.8	6.5	81.0	0.4	96.2	-0.4	-26.9	-0.5
c1ccc(Nc2ccc3c4c(cccc24)CC3)cc1	13.9	-1.0	-51.0	5.5	66.0	0.7	75.1	.	.	-0.4
CC(=O)OCC1OC(n2ccc3ccccc32)C(OC(C)=O)C(OC(C)=O)C1OC(C)=O (centres undefined)	-101.9	-1.1	-30.7	2.1	101.3	3.6	104.3	.	-7.3	-1.0
Cc1nc(-c2cccc(S(=O)(=O)N3CCCCCC3)c2)cs1	41.5	-6.9	6.0	4.2	100.4	4.6	92.9	.	2.6	-2.5
CCOCCn1c(C(C)O)nc2ccccc21 (centres undefined)	-18.2	-1.0	-36.3	14.8	97.5	0.0	94.6	.	.	0.6
CCCOc1ccc(Cc2c(Cl)nc(SC)nc2NC)cc1	.	11.3	-50.8	18.1	23.6	15.3	24.1	-17.3	-5.2	0.3
